Compound activity: PubChem BioAssay, several laboratories
TRPML3 agonist – human TRPML3 channel agonists, primary screen, cell-based, HEK293 TRPML3-YFP, Fluo-8 calcium fluorescence, 3 µM; Mucolipin-3 (Homo sapiens), Q8TDD5; 100% = the carbachol control signal; activation, % at 3 µM; 220,000 compounds, 0.29% hits; AID 1448, 2008;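 active = activation above its plate's cutoff, the mean activation of the plate's test wells plus 3 SD, cut at about 12% in these data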;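 note: 0% = DMSO only wells and 100% = carbachol wells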
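system = HEK293 cells stably carrying human TRPML3-YFP | doses = one concentration, 3 µM nominal, 0.3% DMSO | timing = dye loading 1 h 37 °C then 30 min ambient, 125 s read | detection = Fluo-8 calcium dye fluorescence, ex 470-495, em 515-575 nm | benchmarks = high control carbachol 87 µM, low control DMSO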
EBV gp42 inh – Epstein-Barr virus gp42 inhibitors, primary screen, biochemical, uHTS, fluorescence polarization; Fluorescence polarization binding assay, mP read-out; inhibition, % (tested at 21.74 µM); 220,000 compounds, 0.42% hits; AID 1085, 2008; in the data active = inhibition above about 50%
Target sequence (Q1HVG2 whole entry, looked up): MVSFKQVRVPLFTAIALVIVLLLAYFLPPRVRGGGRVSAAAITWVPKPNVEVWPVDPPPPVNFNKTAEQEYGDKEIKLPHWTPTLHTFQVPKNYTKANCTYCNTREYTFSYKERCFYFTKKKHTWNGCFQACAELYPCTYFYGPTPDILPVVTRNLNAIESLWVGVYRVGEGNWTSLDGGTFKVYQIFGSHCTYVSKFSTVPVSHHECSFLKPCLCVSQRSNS
p47phox inh – p47phox/p22phox peptide binding inhibitors, primary screen, biochemical, uHTS, NADPH oxidase regulatory subunit | Neutrophil cytosol factor 1 (Homo sapiens), P14598 | fluorescence polarization, 2 h | inhibition, % at 24.7 µM | 220,000 compounds, 0.53% hits;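 active = inhibition above about 30%, limit read from the data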;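 note: 0% = p47phox with labelled peptide and 100% = labelled peptide alone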
CHOP inhibitor – inhibitors of CHOP promoter induction, primary screen, cell-based, unfolded protein response, luciferase reporter. CHO-K1 CHOP-promoter luciferase, tunicamycin-induced, 15-18 h. inhibition, % at 10 µM. 220,000 compounds, 3.8% hits;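 active = compounds that reduced the stress-induced luciferase reporter signal by more than about 70% of percent inhibition, limit read from the data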;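 note: 0% = tunicamycin plus vehicle and 100% = wells without tunicamycin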
MDM2 E3 inh – MDM2-luciferase reporter signal enhancers, primary screen, MDM2 E3 ligase inhibitor project, cell-based, luminescence, 1536-well; E3 ubiquitin-protein ligase Mdm2 (Homo sapiens), Q00987; cell-based MDM2 ubiquitination luciferase reporter, 2 h; 0 = plate control, 100 = twice control, blank-subtracted; signal enhancement, % at 5 µM; 210,000 compounds, 0.11% hits; AID 1230, 2008;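 active = signal enhancement of 30% or more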;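 note: luminescence tracks abundance of the self-degrading MDM2-luciferase fusion protein; higher signal means inhibition of MDM2 E3 ligase activity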
Target sequence (Q00987 whole entry, looked up, the tested form may be a part): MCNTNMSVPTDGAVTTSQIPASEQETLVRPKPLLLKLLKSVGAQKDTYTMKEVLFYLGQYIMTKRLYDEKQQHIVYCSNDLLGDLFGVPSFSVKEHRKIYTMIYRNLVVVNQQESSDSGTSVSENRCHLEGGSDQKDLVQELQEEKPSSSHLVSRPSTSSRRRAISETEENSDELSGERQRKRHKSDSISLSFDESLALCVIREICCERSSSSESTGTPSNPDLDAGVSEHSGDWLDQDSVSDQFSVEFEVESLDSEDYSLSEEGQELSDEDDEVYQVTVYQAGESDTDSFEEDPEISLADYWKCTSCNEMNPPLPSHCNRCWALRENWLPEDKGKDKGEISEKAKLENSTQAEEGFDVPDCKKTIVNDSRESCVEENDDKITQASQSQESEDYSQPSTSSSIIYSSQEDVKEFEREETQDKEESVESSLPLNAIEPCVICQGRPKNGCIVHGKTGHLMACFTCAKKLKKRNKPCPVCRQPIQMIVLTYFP
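system = mammalian cells stably expressing self-ubiquitinating, self-degrading MDM2 E3–luciferase fusion | quantity = 2000 cells per well seeded | incubation = 4 h cell settling then 2 h compound exposure, 37 °C | signal = SteadyLite luminescence, 15 min reagent step | benchmarks = plate control and blank wells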
Runt-SMMHC FRET – inhibitors of RUNX1 Runt–CBFb-SMMHC binding, primary screen, biochemical, FRET, Cerulean-Runt, Venus-CBFb-SMMHC, uHTS | Runt-related transcription factor 1 (Homo sapiens) + Core-binding factor subunit beta … | 220,000 compounds, 0.74% hits | inhibition, % at 20 µM | Cerulean-Runt/Venus-CBFb-SMMHC FRET ratio 530/480, 1 h;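 active = mean inhibition across duplicate retests at 20 µM reaching about 50%, limit read from the data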;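 note: 0% = DMSO wells and 100% = wells with excess untagged CBFb-SMMHC; inhibitors lower the FRET ratio by blocking Runt binding to CBFb-SMMHC; some results filed as inactive read as strong as hits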
TRPN1 ag – zebrafish TRPN1 channel agonists, primary screen, cell-based, HEK293, calcium fluorescence | activation, % at 3 µM | transient receptor potential cation channel N1 (TRPN1/NompC), Danio rerio | HEK293 zebrafish TRPN1-YFP, Fluo-8 calcium fluorescence; 100% = response to 87 µM carbachol | 220,000 compounds, 0.18% hits;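 active = activation above its plate's cutoff, the mean activation of test wells on that plate plus 3 SD, cut at about 19% in these data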;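 note: 0% = DMSO alone and 100% = 87 µM carbachol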
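System: zebrafish TRPN1-YFP in HEK293 cells / Dosing: 3 µM single point / Timing: dye loading 1 h at 37 °C, then 30 min room temperature / Signal: Fluo-8 calcium fluorescence, excitation 470-495 nm, emission 515-575 nm / Read-out basis: percent activation from peak over basal fluorescence ratio, control-normalized / Control set: high carbachol 87 µM, low DMSO alone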
TNF death inh – inhibitors of TNF-alpha triggered necroptosis, primary screen, cell-based, Jurkat FADD-/-, single concentration. Jurkat FADD-/- TNF necroptosis rescue, ATP luminescence, 24 h; 0 = TNF only, 100 = no-TNF cells. AID 463075, 2010. activation (protection from cell death), % at 10 µM. 220,000 compounds, 0.068% hits;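 active = activation, meaning protection from cell death, of at least 50% relative to plate controls; inactive = activation below 50%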;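 note: necroptosis triggered by 40 ng/mL TNF-alpha added together with compound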
PPC-1+TRAIL kill – compounds killing PPC-1 cancer cells with TRAIL present, primary screen, TRAIL potentiator project, ATPLite luminescence, uHTS; PPC-1 cells + TRAIL, ATPLite viability luminescence; 220,000 compounds, 0.41% hits; cell killing (% activity), % at 4 µM;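 active = cell killing above 50% in the first pass at 4 µM, then a duplicate retest at 5 µM averaging 50% or more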;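 note: plate controls were cells with TRAIL plus DMSO for no effect and medium-only wells lacking cells for full effect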
* marks the source's active call; other numbers are inactive results; nt = not tested or not shown; [ ] = remark or other dose. Rows are unselected (roughly 5.9% active in at least one column).

SMILES | TRPML3 agonist | EBV gp42 inh | p47phox inh | CHOP inhibitor | MDM2 E3 inh | Runt-SMMHC FRET | TRPN1 ag | TNF death inh | PPC-1+TRAIL kill
O=C(CSc1nnc(-c2ccc(O)cc2)n1Cc1ccco1)N1CCc2ccccc2C1 | -0.3 | -11 | -2 | 50 | -16 | 15 | 0.9 | -4.9 | 18
COc1ccc(CC2(CO)CCN(Cc3ccc(NC(C)=O)cc3)CC2)cc1 | 0.6 | 4 | 1 | 29 | -12 | -1 | 1.2 | 1.7 | 12
CC1=NN(C(N)=S)C(=O)C1N=Nc1ccc(O)cc1 (centres undefined) | 1.1 | -33 | -13 | 19 | -6 | -5 | -1.2 | -4.5 | 3
Cc1ccc(-c2csc(NC(=S)NC(=O)c3cc4ccccc4o3)n2)cc1 | 0.3 | -36 | -11 | -25 | 0 | 3 | 0.3 | 0.7 | 24
CC(C)CC(COCc1ccc([N+](=O)[O-])cc1)N1CCN(C(=O)c2ccc(C(F)(F)F)cc2)CCC1=O (centres undefined) | -0.6 | -13 | 1 | 11 | nt | -4 | -1.1 | -1.5 | 3
N#Cc1ccc(OCC(=O)N2CCN(S(=O)(=O)c3cccs3)CC2)cc1 | 2.3 | -9 | -3 | 13 | -18 | 3 | 5.1 | -3.0 | 4
COc1cc(/C=C/C(=O)OCC(=O)NC(=O)NC(C)C)cc(S(=O)(=O)N2CCc3ccccc32)c1OC | 0.4 | -6 | -17 | 29 | -5 | 0 | 0.3 | -2.1 | 8
CC1CC(C)CN(c2ncnc3c2cnn3-c2ccc(Cl)cc2)C1 (centres undefined) | 0.3 | 10 | -11 | -3 | -55 | -2 | 0.2 | 2.8 | nt
COc1ccc(S(=O)(=O)N2CCOCC2)cc1NC(=O)Cn1nnc2ccccc2c1=O | 0.3 | -3 | 4 | 5 | -6 | -1 | 1.6 | 0.2 | 4
O=C(NCCc1ccccc1)C(=O)N/N=C/c1ccc2c(c1)OCO2 | 0.8 | -22 | -16 | 95* | -12 | 0 | 0.5 | -14 | 28
O=c1[nH]c2cc3c(cc2cc1CN(Cc1ccccc1)Cc1nnnn1Cc1ccco1)OCCO3 | 0.7 | -12 | -32 | -91 | -1 | -152 | 2.8 | -8.0 | -31
CC1(C)CC(NC(=O)c2sc3cc(Cl)ccc3c2Cl)CC(C)(C)N1 | 1.2 | 7 | 21 | 2 | 3 | -2 | 0.3 | -1.3 | 23
CCOC(=O)c1sc(=NC(=O)c2ccc(C)cc2)n(C)c1C | 0.8 | 15 | -3 | 22 | -4 | -4 | 0.2 | 5.4 | -1
CC12CN3CC(C)(CN(C1)C3c1ccc([N+](=O)[O-])o1)C2=O (centres undefined) | 0.6 | 1 | 1 | -5 | -15 | -2 | 1.8 | 1.0 | 13
Cc1nc2cc(F)ccc2n1C1CCN(C(=O)c2c(F)cccc2F)CC1 | 1.6 | -11 | -10 | 10 | -6 | 0 | 1.0 | 0.3 | 8
Cc1ccc2nc(C)c(C(=O)O)cc2c1 | 0.2 | -6 | -7 | 10 | -11 | 5 | 0.2 | 1.8 | 4
CS(=O)(=O)N1CCCC(C(=O)N2CCOCC2)C1 (centres undefined) | 0.7 | -28 | -8 | -6 | 3 | 0 | 0.7 | 1.3 | 11
CC(=O)Nc1ccccc1N(CC(O)Cn1c2ccccc2c2ccccc21)S(=O)(=O)c1ccc(C)cc1 (centres undefined) | 0.0 | 0 | 2 | 30 | -9 | 0 | 0.2 | 2.4 | 7
CC(=O)Nc1ccc(-c2cc(-c3ccccc3)nc(-c3ccccc3)n2)cc1 | 0.8 | -11 | -6 | 31 | -1 | -4 | 1.1 | 2.3 | 12
CSc1nc(O)c(C2OC(=O)c3ccccc32)c(=O)[nH]1 (centres undefined) | 0.7 | -28 | -2 | -2 | 1 | -3 | 0.3 | 0.3 | 9
COc1ccc(-c2csc(NC(=S)NC(=O)c3ccccc3)n2)cc1Br | 0.3 | -12 | 4 | -26 | -6 | -1 | 2.3 | 1.6 | -7
COc1ccccc1NC(=O)Nc1ccnn1C1CCCCC1 | 1.0 | -3 | -6 | 54 | -3 | 0 | 1.3 | 1.3 | 8
COc1ccc(NCc2cc3cc(OC)ccc3[nH]c2=O)cc1 | 0.5 | 6 | -3 | -64 | -9 | -73 | 1.0 | -5.6 | 0
O=C(CC1(O)C(=O)Nc2ccccc21)c1ccc(-n2cnnn2)cc1 (centres undefined) | 0.5 | -23 | -5 | -10 | 4 | 2 | 0.5 | 0.8 | 2
Cn1cccc1CC(=O)N/N=C/c1cc([N+](=O)[O-])ccc1Cl | 0.1 | -5 | -6 | -33 | -2 | -3 | -1.4 | 0.6 | 9
Continuation.
SMILES | TRPML3 agonist | EBV gp42 inh | p47phox inh | CHOP inhibitor | MDM2 E3 inh | Runt-SMMHC FRET | TRPN1 ag | TNF death inh | PPC-1+TRAIL kill
COc1nn(CC(=O)N2N=C(C)CC2(O)C(F)(F)F)cc1[N+](=O)[O-] (centres undefined) | 0.4 | -6 | 2 | -1 | -5 | -1 | 0.0 | -2.2 | 15
Cc1nonc1NC(=O)CSc1nc(CCC2CCCC2)nc2ccccc12 | 0.4 | 9 | -12 | 30 | nt | 0 | -0.8 | 2.8 | -1
C=CCOc1ccc(/C=N/NC(C)=O)cc1OCC | 0.1 | -14 | 3 | -17 | -25 | nt | 0.5 | -0.9 | nt
CCOC(=O)N1CCN(C(=O)/C=C/c2ccc3c(c2)OCO3)CC1 | 0.4 | -6 | -16 | 7 | -5 | 0 | 0.5 | 0.6 | 5
COCCN(C(=O)CSc1nnc(-c2cccc(OC)c2)n1C)c1c(N)n(Cc2ccccc2)c(=O)[nH]c1=O | 0.9 | -13 | -4 | 19 | -6 | 0 | 0.3 | 0.5 | 16
Cc1nc2c(-c3ccc(F)cc3)c(C)nn2c(C)c1CCC(=O)Nc1ccccc1F | 0.9 | 5 | 22 | 67 | nt | -4 | 4.5 | 3.2 | -4
COc1nc(-c2ccccc2)cc(-c2ccccc2)n1 | -0.8 | -12 | -38 | -6 | -8 | -3 | -2.3 | 0.1 | 30
COc1ccccc1C(=O)n1nc(-c2ccccc2)nc1NCc1ccco1 | -0.4 | -4 | -13 | 26 | -6 | -3 | -1.2 | 1.3 | 2
Cc1ccc(C)c(N2CCN(S(=O)(=O)c3ccc4c(c3)OCCO4)CC2)c1 | -0.7 | 3 | -8 | 21 | 2 | 4 | -2.5 | -1.6 | 5
COc1ccc(C(=O)NC(=S)Nc2ccccc2[N+](=O)[O-])cc1OC | 0.0 | -1 | -14 | -7 | -2 | -1 | 1.0 | -0.6 | 10
NC1=NC2(CCCCCC2)n2c(nc3ccccc32)N1 | -0.4 | -10 | -1 | -18 | -9 | 4 | -2.2 | 0.5 | 7
CCCCCc1ccc(C(=O)CCCC)c(=S)[nH]1 | -0.1 | -3 | -14 | 23 | -14 | 5 | 0.7 | 0.3 | 15
COC(=O)c1ccc(OC(=O)c2cccnc2)cc1 | 0.0 | -15 | -11 | 8 | nt | 3 | 0.2 | 0.8 | 4
O=C(Nc1cccnc1)c1cn(-c2ccccc2)nc1-c1cccs1 | 1.2 | -4 | -32 | 38 | -11 | 2 | 2.0 | -9.0 | 17
Cc1ccc(NS(=O)(=O)c2cccc(C(=O)N/N=C/c3ccc4c(c3)OCCO4)c2)c(C)c1 | -0.1 | -11 | -27 | 15 | nt | 2 | 1.8 | 2.1 | 34
O=C(O)c1ccc2c(c1)ncn2C1CCCCCC1 | 0.6 | -31 | -9 | -22 | 1 | 1 | 1.3 | 0.0 | nt
Cc1ccc2c(c1)N(C(=O)CCC(=O)O)CCO2 | 0.5 | 1 | -6 | -25 | -7 | 2 | 1.6 | 1.5 | -12
O=C(NNS(=O)(=O)c1ccccc1)c1ccc(S(=O)(=O)N2CCCCC2)cc1 | 1.1 | 0 | -6 | 0 | -2 | 3 | 0.1 | 2.1 | 10
COc1ccc(C2CC(=O)c3cnn(-c4nc(C)cc(C)n4)c3C2)cc1OC (centres undefined) | 0.5 | -4 | 2 | -7 | -2 | -2 | 0.8 | -0.3 | 9
COc1ccc(C(C)(C)C)cc1NC(=S)NCCN1CCOCC1 | -0.1 | -12 | -11 | 13 | -16 | 7 | 0.4 | -0.7 | 11
Cc1cc(C(=O)N2CCN(c3ncccn3)CC2)c(C)o1 | 0.3 | -4 | -13 | -26 | -7 | 1 | 1.0 | -0.8 | 19
O=C(O)COCC(=O)N1CCN(C(c2ccccc2)c2ccccc2)CC1 | 0.2 | -2 | -3 | 5 | -8 | -1 | -0.3 | 4.2 | 19
O=C(NCc1cccnc1)c1sc2cc(Cl)ccc2c1Cl | -1.3 | -9 | -15 | 17 | -12 | -3 | 1.6 | -1.7 | 19
COC(=O)c1nnn(CC(=O)NC(=O)Nc2ccccc2F)c1C(=O)OC | 0.8 | -10 | -8 | 16 | -6 | -2 | 0.6 | 0.9 | 40
CCN(C(=O)Cc1nc(N)n[nH]1)C1(C(=O)Nc2ccccc2)CCCCC1 | -0.3 | -6 | 4 | 14 | -16 | -29 | -0.2 | 0.6 | -6
COC(=O)Cc1ccc(NC(=S)N2CCCC(C)C2)cc1 (centres undefined) | 1.0 | -10 | -15 | 46 | -13 | 8 | 0.8 | 1.8 | 68*[5 µM]
CCOC(=O)C1=C(C)NC(C)=C(C(=O)OCC)C1C(=O)OCC(=O)NC(C)C | 1.1 | 0 | -25 | 21 | -6 | 5 | -0.4 | -9.1 | 2
